bovine MsrA act: bovine MsrA enzyme activators, primary screen, biochemical, absorbance, HTS | 360,000 compounds, 0.3% hits | purified bovine MsrA, absorbance read-out | activation, % at 10.6 µM | AID 602163, 2012; in the data active = activation above about 7.5%;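 note: 0% = vehicle and 100% = reference activator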
MsrA inhibitor: bovine MsrA enzyme inhibitors, primary screen, biochemical, absorbance, HTS; Methionine sulfoxide reductase A (Bos taurus); purified bovine MsrA, absorbance read-out; inhibition, % at 15.5 µM; 360,000 compounds, 0.75% hits; in the data active = inhibition above about 4.5%;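 note: 0% = vehicle wells with enzyme and 100% = reference inhibitor wells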
Rin1 Abl inh: inhibitors of Rin1-Abl protein binding, primary screen, biochemical, TR-FRET | 360,000 compounds, 0.4% hits | inhibition, % at 7.35 µM | AID 588664, 2011; in the data active = inhibition above about 5%, passing the limit was not always enough
MLLE-PAM2 inh: inhibitors of PABP1 MLLE–PAM2 peptide binding, primary screen, biochemical, fluorescence polarization, FITC-PAM2, GST-MLLE. 360,000 compounds, 0.36% hits. AID 588489, 2011. inhibition, % at 20 µM. Polyadenylate-binding protein 1 (Homo sapiens), P11940; in the data active = inhibition above about 35%, passing the limit was not always enough;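 note: plate controls were DMSO wells with GST-MLLE for no effect and wells lacking GST-MLLE protein for full effect; some results filed as inactive read as strong as hits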
FAS-TE inh: FAS thioesterase domain inhibitors, primary screen, biochemical, fluorescence intensity, uHTS; Fatty acid synthase (Homo sapiens), P49327; inhibition, % at 15 µM; recombinant FAS-TE, OMFH fluorogenic substrate, fluorescence endpoint; 360,000 compounds, 0.67% hits; AID 602261, 2012;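 active = compounds whose normalised, plate-corrected inhibition of enzyme fluorescence in the single-dose primary screen is 50% or more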;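 note: 0% = DMSO with enzyme and 100% = substrate without enzyme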
CSN inh: inhibitors of CSN-mediated cullin deneddylation, primary screen, biochemical, fluorescence polarization, uHTS; Purified CSN, SCF-Nedd8-OG deneddylation; inhibition, % at 12.5 µM; COP9 signalosome complex subunit 5 (Homo sapiens), Q92905; AID 651999, 2013; 360,000 compounds, 0.38% hits;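 active = pattern-corrected inhibition above about 35%, with an unprinted fluorescence ratio check between 0.5 and 1.5, limit read from the data, passing the limit was not always enough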;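 note: 0% = enzyme with substrate and 100% = substrate without enzyme; some results filed as inactive read as strong as hits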
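Detection – fluorescence polarization · System – HEK293T-derived human Csn5 enzyme · Controls – substrate-only high control, full reaction low control · Timing – 90 min, room temperature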
Rpn11 block: Rpn11 (PSMD14) deubiquitinase inhibitors, primary screen, biochemical, fluorescence polarization, uHTS | 360,000 compounds, 0.59% hits | human 26S proteasome, Ub4-pepOG fluorescence polarization; 20S core pre-blocked with epoxomicin | calls only at 20 µM | 26S proteasome non-ATPase regulatory subunit 14 (Homo sapiens), O00487;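 active = inhibition at 20 µM, scaled to each plate's controls, above about 33%, limit read from the data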
MT1-MMP act inh: blockers of MT1-MMP proenzyme processing, primary screen, HT1080 RFP-PRO-GFP cells, GFP/RFP fluorescence | Matrix metalloproteinase-14 (Homo sapiens), P50281 | GFP/RFP ratio fluorescence, overnight; percent of plate control window, DMSO zero | GFP/RFP ratio change, % at 20 µM | 360,000 compounds, 0.061% hits;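 active = GFP/RFP ratio change of at least 30% with cell ATP level not reduced by more than half and red fluorescence within 50% of control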; note: strong numbers were not always called active
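Material: RFP-PRO-GFP reporter HT1080 cells. Dosing: single-point 20 µM compound, 1% DMSO. Controls: DMSO and RFP-L50D-GFP cell wells. Timing: cells overnight before dosing, compound overnight, 37 °C, 5% CO2. Measure: GFP/RFP fluorescence ratio.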
eLon inh: inhibitors of E. coli Lon protease, primary screen, biochemical, fluorescence polarization; inhibition, % at 7.94 µM; purified E. coli Lon protease; P0A9M0; 360,000 compounds, 0.42% hits; in the data active = inhibition above about 13%, passing the limit was not always enough;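 note: 0% = enzyme with probe and DMSO and 100% = no enzyme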
Target sequence (P0A9M0 whole entry, looked up): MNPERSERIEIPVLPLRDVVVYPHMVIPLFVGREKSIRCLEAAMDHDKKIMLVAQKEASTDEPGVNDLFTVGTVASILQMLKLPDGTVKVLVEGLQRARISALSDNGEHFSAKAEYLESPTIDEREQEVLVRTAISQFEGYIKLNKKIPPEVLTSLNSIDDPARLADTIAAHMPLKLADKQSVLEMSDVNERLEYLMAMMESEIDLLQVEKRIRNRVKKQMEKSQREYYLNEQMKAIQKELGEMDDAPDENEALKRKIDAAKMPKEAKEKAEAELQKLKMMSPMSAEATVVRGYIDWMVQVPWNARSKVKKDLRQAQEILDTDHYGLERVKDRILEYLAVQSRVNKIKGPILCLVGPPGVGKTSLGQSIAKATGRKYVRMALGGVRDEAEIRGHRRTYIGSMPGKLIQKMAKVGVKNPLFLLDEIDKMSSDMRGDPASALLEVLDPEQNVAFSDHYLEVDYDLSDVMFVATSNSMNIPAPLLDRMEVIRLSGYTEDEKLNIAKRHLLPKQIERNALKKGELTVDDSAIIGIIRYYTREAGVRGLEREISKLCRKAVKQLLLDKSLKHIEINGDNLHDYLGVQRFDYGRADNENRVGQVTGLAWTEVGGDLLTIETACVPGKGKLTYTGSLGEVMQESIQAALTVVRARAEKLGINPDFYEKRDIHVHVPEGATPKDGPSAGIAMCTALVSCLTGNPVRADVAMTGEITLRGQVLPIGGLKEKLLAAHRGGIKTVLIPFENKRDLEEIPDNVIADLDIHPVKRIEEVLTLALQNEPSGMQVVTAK
* hit, by the source's call; i = inactive; · = not tested or not shown; & = joins results of further samples.

SMILES	bovine MsrA act	MsrA inhibitor	Rin1 Abl inh	MLLE-PAM2 inh	FAS-TE inh	CSN inh	Rpn11 block	MT1-MMP act inh	eLon inh
COc1cccc(Nc2nc(CN)cs2)n1	-2	1.2	2	-39	-10	2	i	-4	5
Cc1ccccc1NC(=O)Cc1nc(COC(=O)c2nccnc2N)cs1	0	2.4	1	-92	-10	4	i	4	-7
CC(C)(C)OC(=O)NCCCCCNC(=O)c1ncn(Cc2ccccc2)c1C(=O)NCCCCCNC(=O)OC(C)(C)C	-1	0.0	4	-7	16	1	i	-6	1
O=C(NC1CCCCC1)N1CCC(n2cnc3ccccc32)CC1	-3	0.2	1	-7	-8	1	i	0	-11
CCOc1ccc(NC(=O)c2cccc(NC(=O)c3ccccc3)c2)cc1	-4	1.2	2	-8	-2	-4	i	0	-8
CC1(C(=O)NS(=O)(=O)c2ccc(Br)cc2)CCN1C(=O)C1CCCCC1 (stereo not given)	-3	0.4	-3	-3	-4	-6	i	-5	-4
O=C(O)C1CCN(S(=O)(=O)c2ccc3c(c2)OCCCO3)CC1	-1	-2.4	0	1	-3	-1	i	1	0
Cc1cccc(NC(=O)C(c2cccc([N+](=O)[O-])c2)N2CCCCC2)c1 (stereo not given)	0	0.2	3	-4	24	1	i	-9	8
CC(=O)N1C[C@H]2CON(C)[C@H]2C[C@H]1c1ccc(-c2ccc(C#N)cc2)cc1	-3	-0.4	-1	5	-9	-5	i	0	-5
CC1CCN(S(=O)(=O)c2cccc(C(=O)N(Cc3ccccc3)c3ccccn3)c2)CC1	-3	0.3	3	17	13	6	i	4	3
CCN(C(=O)COC(=O)c1ccccc1Cc1ccccc1)c1c(N)n(Cc2ccccc2)c(=O)[nH]c1=O	-6	-0.2	7	-5	-5	-4	i	-9	-2
Cc1ccc2[nH]c3c(c2c1)CN(C(=O)CN1CCN(Cc2ccc4c(c2)OCO4)CC1)CC3	-3	-0.9	-1	21	0	0	i	-12	2
COc1ccc(N2CC(C(=O)OCC(=O)Nc3cccc(C)c3)CC2=O)cc1 (stereo not given)	-4	0.5	4	-2	-3	0	i	-3	2
CN(CCC(=O)Nc1ccc(Br)cc1)Cc1ccccc1	-12	·	-1	-4	-1	-7	i	2	-3
CC(C)CCc1noc(CN2CCN(CC(=O)NC(C)C)CC2)n1	-8	-0.7	-6	-12	-5	3	i	3	-8
Cc1cccc(C)c1OCC(=O)Nc1ccc(NC(=O)c2ccco2)cc1	-4	1.3	2	-9	4	-14	i	3	5
COc1ccccc1N=Cc1c(O)c2ccccc2oc1=O	-2	1.2	1	10	-3	3	i	-3	21
COc1ccc(C(=O)N2CCc3cc(OC)c(OC)cc3C2c2ccc(OC)c(OC)c2)cc1OC (stereo not given)	-3	-0.3	4	-6	-2	-2	i	-3	-11
O=C(OCc1nnc(-c2cccs2)o1)C1=NN(c2ccccc2)C(=O)CC1	-3	0.0	-4	3	-6	2	i	-7	-6
O=C(COC(=O)c1ccccn1)Nc1c(Cl)cccc1Cl	0	0.2	3	13	-9	-5	i	5	-2
CC(C)CCn1c(SCC(=O)NC2CC2)nc2cc(Cl)ccc2c1=O	-9	-0.4	1	-25	-3	0	i	5	9
CCOC(=O)c1oc2ccc(S(=O)(=O)Nc3ccc4c(c3)n(C)c(=O)n4C)cc2c1C	0	0.5	0	6	-1	8	i	4	-1
Nc1ccc(N(CCO)CCO)cc1	-3	0.0	5	104	-12	8	i	-13	9
C/C(Cl)=C\Cn1c(Nc2cccc(C)c2)nc2c1c(=O)n(C)c(=O)n2C	-2	-0.2	3	0	11	1	i	-4	2
COc1cc(/C=N/NC(=O)c2cccc(S(=O)(=O)N3CCCCC3)c2)cc(Br)c1O	-7	1.5	3	-7	0	0	i	1	-2
CC(C)OC(=O)CCCCCN1C(=O)CSC1=S	-3	1.1	1	13	8	2	i	11	1
CCc1ccc(NC(=O)Cn2nnc(C(=O)NCc3ccc4c(c3)OCO4)c2N)cc1	-5	-1.0	0	-5	-7	2	i	-2	5
COCCCNC(=O)c1ccc(N2CCOCC2)c(NS(=O)(=O)c2ccc(OC)cc2)c1	-9	-0.3	1	-1	-6	-1	i	7	1
O=C(Nc1ccc(F)cc1F)c1csc(-c2cccs2)n1	-5	0.1	0	-6	21	5	i	0	3
COc1cc(C(=O)NC2=NCCS2)ccc1OCc1c(C)noc1C	-1	-0.1	-5	42*	-6	-1	i	-2	4
Cc1ccc(C)c(C(=O)COc2ccc(C)nc2[N+](=O)[O-])c1	-5	-0.1	-2	9	2	2	i	-5	3
Clc1ncnc2c1oc1ccccc12	-1	-0.5	-11	-5	1	2	i	-1	-7
COc1cc(CCC(=O)Nc2cccc(C(F)(F)F)c2)cc(OC)c1OC	2	-0.5	0	9	-2	-3	i	2	9
COc1cccc(-n2cc(CNCc3cn(C)nc3-c3ccccc3F)cn2)c1	-2	0.7	2	-14	-5	-5	i	3	-11
O=C1/C(=C/c2ccccc2)NC(=S)N1C(c1ccccc1)c1ccccc1	2	1.4	0	-41	4	-1	i	-2	-1
COCc1cccc(C(=O)NC(c2ccccc2)c2ccccc2)c1	-3	-1.5	1	-2	-7	0	i	-6	4
COc1ccc(Cl)cc1NC(=O)CN(C)C(=O)Cc1ccc(-c2ccccc2)cc1	0	1.9	0	-27	30	-2	i	-2	-10
O=c1c2c([nH]c3ccc(Br)cc13)CCCC2	0	1.6	2	5	-14	1	i	-1	1
Cc1onc(-c2ccccc2)c1C(=O)NC(=S)NNC(=O)c1ccc(O)cc1	-7	2.5	-1	8	-5	-1	i	4	1
CCOc1ccc(S(=O)(=O)/N=C(\N)c2ccccc2)cc1	1	-0.4	0	3	-6	2	i	-1	9
CCc1cc(C(=O)N=Nc2c(O)[nH]c3ccc([N+](=O)[O-])cc23)c2ccccc2n1	-9	-0.4	3	5	24	2	i	11	-9
O=C(Nc1ccccc1)c1cccc(N2C(=O)CCC2=O)c1	-6	0.9	1	-1	-6	-3	i	-1	5
Cc1cccc(CC(=O)N2CCCC2)c1	-4	0.6	1	-6	-3	4	i	-2	0
COc1ccc(N(CC(=O)NCCSc2ccccc2)S(=O)(=O)c2ccccc2)c(OC)c1	-1	2.9	0	-8	24	-1	i	-2	3
CNc1snc(C)c1C(=O)OCC(=O)c1ccc(OC)c(F)c1	-3	-0.3	0	-11	6	-5	i	-6	-6
COC(=O)c1ccccc1NCC(=O)c1ccc(OC)cc1	-3	-0.3	0	-5	16	6	i	-7	-7
OCc1csc(=Nc2ccccc2)n1-c1ccccc1	-2	0.1	-4	14	1	4	i	-7	9
CCOC(=O)c1c(C)n(C)c2ccc(OC)c(NC(=O)CN3CCN(C4CCCCC4)CC3)c12	-4	-0.3	-2	9	-9	-2	i	-9	-2
COc1ccc(S(=O)(=O)N(C)C2(C)CCS(=O)(=O)C2)cc1OC (stereo not given)	-1	1.7	0	-5	-7	-4	i	1	-3
Cc1ccc(S(=O)(=O)Cn2nnnc2CN2CCN(C(=O)c3ccco3)CC2)cc1	-5	-0.6	-2	-1	-8	0	i	0	-3
CC(C)C[C@H](NC(=O)C1CC(=O)N(c2ccc(F)cc2)C1)C(=O)N1CCCCC1 (stereo not given in full)	-2	1.1	-2	5	-1	-2	i	-2	5
CC1CN(S(=O)(=O)c2ccccc2)CC(C)O1 (stereo not given)	6	1.7	0	0	-6	-3	i	5	-2
CCCCCCS(=O)Cc1ccccc1 (stereo not given)	-3	0.5	0	6	-7	7	i	2	-4
COc1cccc(NC(=O)N2CCCC2C(=O)NC(C)C)c1 (stereo not given)	2	-0.1	-1	-7	-4	-3	i	2	2
O=C1CN(S(=O)(=O)c2ccc(F)cc2)CCN1	-4	0.1	7	15	-7	-1	i	0	2
O=C(NCCc1cccs1)C1CC(c2cccc(F)c2)=NO1 (stereo not given)	-3	0.9	3	-10	-12	-3	i	-3	-14
CCCN(CCC)S(=O)(=O)c1cc(CN2C(=O)c3cccnc3C2=O)ccc1OC	-2	1.2	2	-19	1	7	i	-2	12
CCOC(=O)c1c(C)n(C)c2ccc(OC)c(NC(=O)c3cccs3)c12	-2	1.6	-6	-4	-1	1	i	3	8
CC(=O)N[C@@H]1[C@@H](O)[C@@H]2OC(c3ccccc3)OC[C@H]2O[C@@H]1N=[N+]=[N-] (stereo not given in full)	-7	-1.4	-1	-1	-4	3	i	0	-5
CCN(CC)C(=O)c1ccc(Nc2nnc(-c3ccc(O)cc3)c3ccccc23)cc1	-2	1.4	-3	-7	0	-2	i	7	-3
(listing goes on)
SMILES	bovine MsrA act	MsrA inhibitor	Rin1 Abl inh	MLLE-PAM2 inh	FAS-TE inh	CSN inh	Rpn11 block	MT1-MMP act inh	eLon inh
CCOC(=O)CC1COCCN1C(=O)c1cc(COc2ccc(F)cc2Cl)on1 (stereo not given)	-2	1.4	-1	6	4	0	i	1	-1
O=C(NCCSc1ccccc1)c1ccccc1Cl	-8	0.5	0	9	0	-14	i	2	-19
Cc1cccc(C)c1NC(=O)CNC(=O)c1cncc(Br)c1	-2	-1.3	-2	-13	-3	4	i	1	-4
COC(=O)c1ccccc1NC(=O)C1CCC(=O)N1S(=O)(=O)c1ccc(C)cc1 (stereo not given)	-11	-0.9	-1	0	-1	3	i	0	-12
Cc1cc(Cl)nc(Cl)c1C(=O)NCCc1ccccc1	-3	-0.4	2	7	4	-2	i	-3	2
COc1cc2cc(CCCOC(=O)CCC(=O)O)oc(=O)c2cc1OC	-8	1.0	0	12	-6	-4	i	3	0
Cc1ccc(S(=O)(=O)N2CCCCC2)cc1NC(=O)C1CCN(C(=O)OC(C)(C)C)CC1	-2	-0.7	-3	9	0	2	i	3	1
CCCCNc1c(-c2ccc(SC3CCCCC3)cc2)nc2cnccn12	-3&2	1.9&0.3	0	4	31&36	2&5	i	-36&-18	-22&-10
CCCS(=O)(=O)NCCc1cc2cc(C)c(C)cc2[nH]c1=O	-10	2.2	-2	-13	-9	-4	i	-3	-2
